Screens deposited in PubChem BioAssay by several laboratories.
LYP phosphatase = PTPN22 lymphoid phosphatase activity blockers – biochemical, fluorescence intensity, uHTS (AID 1779) | recombinant LYP phosphatase, fluorescence intensity; higher % means a stronger effect | inhibition, % at 11.5 µM; hits with a dose series show IC50 in µM | hit rate 0.054% among 290,000;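 further: plate controls were vehicle with enzyme for no effect and no enzyme for full effect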
KOR beta-arrestin-1 = KOR agonists, beta-arrestin recruitment, primary screen, cell-based, luminescence, uHTS (AID 1777). KOR beta-arrestin recruitment, luminescence; higher % means a stronger effect. activation, % at 10 µM; hits with a dose series show EC50 in µM. hit rate 0.02% among 280,000; in the data active means activation above about 50%, passing the limit was not always enough; further: a part of the inactive calls stands beside numbers as strong as those of hits
KOR beta-arrestin-2 = KOR antagonists, beta-arrestin recruitment, cell-based, luminescence, uHTS (AID 1778); KOR beta-arrestin recruitment, luminescence, antagonist mode; higher % means a stronger effect; inhibition, % at 10 µM, or IC50 in µM where a hit was titrated; hit rate 0.091% among 290,000; further: strong numbers were not always called active
Myeloid diff MLP = promotes myeloid progenitor differentiation. ER-HoxA9 myeloid progenitors, lysozyme-GFP differentiation, flow cytometry. calls only at 10 µM. hit rate 1% among 360,000;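 active means normalized GFP-positive differentiation at or above the plate's own cutoff, the solvent-only control mean plus 3 SD; inconclusive means no clear call, values can overlap the other calls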;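 further: cells exposed to compound for four days before flow analysis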
NOD1 inhibition = inhibition of NOD1-driven NF-kB reporter – cell-based, luminescence, uHTS, primary screen (AID 1578); NOD1-driven NF-kB luciferase reporter cells, luminescence; higher % means a stronger effect; one-dose inhibition, % at 4 µM; EC50 in µM for titrated hits; hit rate 1% among 290,000; in the data active means inhibition mostly above about 36%, no sharp cut-off; inactive means mostly below about 34%;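 further: HEK-293T reporter cells stimulated with the NOD1 agonist gamma-tri-DAP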
NOD2 inhibition = NOD2 signaling inhibitors, cell-based, luminescence, uHTS, HEK293 (AID 1566); HEK293 NOD2/NF-kB luciferase reporter, luminescence; higher % means a stronger effect; inhibition, % at 4 µM; hits with a dose series show EC50 in µM; hit rate 0.63% among 290,000; further: many of its hits are not listed in these tables
Salmonella PhoP GFP = inhibitors of PhoP regulon expression, primary screen, Salmonella Typhimurium, GFP reporter (AID 1863); S. Typhimurium PhoP-regulated promoter GFP reporter, 4 h; higher % means a stronger effect; inhibition, % at 50 µM; hits with a dose series show IC50 in µM; hit rate 0.16% among 300,000;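 active means inhibition over 29.93%, a cutoff 3 SD above the screen mean, later confirmed by dose response; inconclusive means inhibition over 29.93% but no dose response follow-up; inactive means inhibition at most 29.93% or unconfirmed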;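 further: 0% = low Mg2+ inducing control and 100% = high Mg2+ repressing control; strong numbers were not always called active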
Siah-1 displacement = Siah-1 peptide-binding antagonists, primary screen, biochemical, fluorescence polarization, rhodamine-plectin, uHTS (AID 1817); Siah-1 / rhodamine-plectin peptide fluorescence polarization; higher % means a stronger effect; displacement, % at 20 µM; hits with a dose series show IC50 in µM; hit rate 0.02% among 290,000;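 active means displacement of at least 50% at 20 µM, with a fluorescence ratio check between 0.3 and a set limit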;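 further: plate controls were Siah plus tracer with DMSO for no effect and tracer alone without Siah for full effect; strong numbers were not always called active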
HIV peptide binding = inhibitors of HIV fusion peptide binding, primary screen, biochemical, uHTS, fluorescence dequenching (AID 1986); cell-free peptide binding, fluorescence dequenching, 30 min; higher % means a stronger effect; one-dose inhibition, % at 20 µM; IC50 in µM for titrated hits; hit rate 0.3% among 290,000; in the data active means inhibition mostly above about 52%, no sharp cut-off; inactive means mostly below about 76%; further: some results filed as inactive read as strong as hits
Myeloid diff MLP GFP+ MAC1+ % = recorded beside Myeloid diff MLP, whose call it bears; GFP+ MAC1+ double positive, %; measured here: differentiation confirmed by MAC1 staining
* hit, by the source's call; i = inactive; ? = inconclusive; . = not tested or not shown; [ ] = remark or other dose. Unless noted, no stated cut-off is given here; in the data, active means inhibition above about 50%; inactive means the rest. Some of the compounds tested, so the mix of outcomes need not match the whole.

SMILES	LYP phosphatase	KOR beta-arrestin-1	KOR beta-arrestin-2	Myeloid diff MLP	Myeloid diff MLP GFP+ MAC1+ %	NOD1 inhibition	NOD2 inhibition	Salmonella PhoP GFP	Siah-1 displacement	HIV peptide binding
CC(C)C[C@H](NC(=O)c1[nH]cnc1C(=O)Nc1ccc(Cl)cc1)C(=O)OC(C)(C)C	6.2%	-0.3%	22.7%	i	0.6	-4.3%	-16.4%	-1.9%	-0.5%	-0.3%
COc1ccc(CCNC(=O)c2ccc3c(c2)OCCO3)cc1	-4.6%	-0.9%	-22.6%	i	0.5	-4.8%	-61.7%	-5.1%	2.8%	0.2%
Cc1ccc(C)c(N2N=C(C(=O)Nc3ccc(S(=O)(=O)N4CCCC4)cc3)CCC2=O)c1	-1.9%	-2.4%	37.5%	i	0.3	-5.5%	-4.9%	.	-0.5%	0.7%
CC(CN1CCCC1)OC(=O)c1ccc(Cl)cc1Cl (stereo not given)	-4.7%	0.9%	8.5%	i	0.8	-4.2%	-15.7%	-3.7%	1.8%	-0.1%
CCOc1ccc(OCC)c(NC(=O)C2CCCN(S(=O)(=O)c3c(C)noc3C)C2)c1 (stereo not given)	-3.7%	-3.2%	4.1%	i	0.7	4.5%	12.2%	-2.4%	0.3%	-0.3%
CCC(C)C(NC(=O)OC(C)(C)C)C(=O)NC(C(=O)N1CCCC1C(N)=O)C(C)CC (stereo not given)	-8.6%	15.3%	22.3%	i	0.9	19.0%	6.6%	17.8%	-3.8%	-1.8%
CC(C)(C)c1ccc2c(c1)OC(C(=O)N/N=C\c1ccc[nH]1)CO2 (stereo not given)	-9.4%	-2.0%	-5.8%	?	.	9.0%	9.8%	3.9%	1.1%	2.5%
Cc1c(C(=O)N(C)c2ccc(Cl)cc2)cnn1-c1ccccc1	-8.3%	-4.4%	-27.9%[20 µM]	i	1.5	-5.6%	-13.0%	-5.6%	-1.8%	-0.1%
O=C(Nc1cccc(Cl)c1)Nc1ccccc1-n1ccnc1	6.9%	5.0%	-13.2%	i	0.1	-41.4%	-3.2%	-11.5%	-3.9%	1.5%
CCOC(=O)c1ccc(NS(=O)(=O)c2cc3c(cc2C)NC(=O)CO3)cc1	-9.0%	4.2%	-10.5%	i	1.7	-4.5%	35.8%	1.4%	-3.4%	0.6%
O=C(Nc1nnc(Cc2ccc(Cl)cc2)s1)c1ccncc1	-4.3%	5.2%	-31.9%	i	0.4	-12.3%	2.0%	-7.8%	-9.5%	1.9%
CCC1=NN(C(=O)c2ccccc2O)C(O)(c2ccccc2)C1 (stereo not given)	-6.9%	1.9%	-12.5%	i	0.5	32.6%	34.9%	7.1%	-1.1%	9.9%
Cc1cc(C(=O)OCC(=O)Nc2ccc(S(=O)(=O)N3CCOCC3)cc2)c(C)o1	-0.2%	-0.4%	12.6%	i	0.6	-16.7%	9.5%	7.1%	2.4%	-0.5%
O=C(C1CCC1)N1CCc2cc(S(=O)(=O)NC3CCCC3)ccc21	-1.6%	1.9%	-18.3%	i	2.8	12.3%	9.1%	2.2%	-0.5%	-1.9%
CCCCNC(=O)C(=O)NCCCn1ccnc1	-3.9%	-6.0%	10.1%	i	0.4	-31.2%	8.5%	-3.4%	-2.6%	-1.2%
COc1ccccc1CN(C)c1nnnn1-c1ccccc1	-2.0%	-2.6%	27.0%	i	0.2	-6.8%	12.9%	-4.5%	4.1%	2.0%
COc1cccc(C(Nc2ccccn2)c2c(NC(=O)c3ccco3)sc(C)c2C)c1 (stereo not given)	9.9%	6.8%	18.8%	i	0.6	-17.8%	-2.3%	-9.6%	2.6%	1.2%
CCOC(=O)C1CCN(CC(O)COc2ccc(C(C)=O)cc2)CC1 (stereo not given)	-10.7%	-6.3%	30.0%	i	1.7	1.7%	7.8%	11.0%	2.6%	1.3%
Cc1cc2c(cc1S(=O)(=O)NCc1ccc(Cl)cc1)OCC(=O)N2	-12.8%	-6.9%	4.1%[20 µM]	i	2.6	14.1%	12.7%	.	-6.9%	-0.1%
CC(=O)c1ccc(NC(=O)CS(=O)(=O)c2cn(CC(=O)N3CCOCC3)c3ccccc23)cc1	-3.1%	-2.3%	-7.1%	i	0.8	-19.7%	4.7%	13.7%	-1.8%	1.4%
COc1ccc2ncc(S(=O)(=O)c3ccccc3)c(N3CCN(c4ccccc4)CC3)c2c1	7.7%	5.7%	-37.9%	i	0.4	-3.2%	-9.4%	7.4%	3.1%	0.3%
COc1ccc(NS(=O)(=O)c2ccc3nc(COc4ccc5ccccc5c4)[nH]c3c2)cc1	-0.2%	3.3%	-32.6%	i	0.9	6.8%	-12.4%	3.0%	-0.4%	0.1%
COc1ccc(Br)cc1CN1CCCCCCC1	-3.6%	0.7%	-29.6%	i	4.4	-42.2%	2.8%	1.2%	0.0%	2.6%
Cn1nccc1NC(=O)CC1(CC(=O)O)CCCCC1	-12.0%	1.3%	-6.3%	i	1.4	10.9%	29.4%	0.9%	4.5%	0.5%
O=C(CSc1ccc(-c2ccccn2)nn1)NC1CCCCC1	-6.0%	3.4%	-16.6%	i	0.2	-10.8%	-1.0%	6.0%	4.4%	0.7%

Ordered by length of the SMILES (low to high): some entries from above.
SMILES	LYP phosphatase	KOR beta-arrestin-1	KOR beta-arrestin-2	Myeloid diff MLP	Myeloid diff MLP GFP+ MAC1+ %	NOD1 inhibition	NOD2 inhibition	Salmonella PhoP GFP	Siah-1 displacement	HIV peptide binding
Cc1cc2c(cc1S(=O)(=O)NCc1ccc(Cl)cc1)OCC(=O)N2	-12.8%	-6.9%	4.1%[20 µM]	i	2.6	14.1%	12.7%	.	-6.9%	-0.1%
CCOC(=O)c1ccc(NS(=O)(=O)c2cc3c(cc2C)NC(=O)CO3)cc1	-9.0%	4.2%	-10.5%	i	1.7	-4.5%	35.8%	1.4%	-3.4%	0.6%
COc1cccc(C(Nc2ccccn2)c2c(NC(=O)c3ccco3)sc(C)c2C)c1 (stereo not given)	9.9%	6.8%	18.8%	i	0.6	-17.8%	-2.3%	-9.6%	2.6%	1.2%

Back to the main list, starting 3 compounds before the break.
SMILES	LYP phosphatase	KOR beta-arrestin-1	KOR beta-arrestin-2	Myeloid diff MLP	Myeloid diff MLP GFP+ MAC1+ %	NOD1 inhibition	NOD2 inhibition	Salmonella PhoP GFP	Siah-1 displacement	HIV peptide binding
COc1ccc(Br)cc1CN1CCCCCCC1	-3.6%	0.7%	-29.6%	i	4.4	-42.2%	2.8%	1.2%	0.0%	2.6%
Cn1nccc1NC(=O)CC1(CC(=O)O)CCCCC1	-12.0%	1.3%	-6.3%	i	1.4	10.9%	29.4%	0.9%	4.5%	0.5%
O=C(CSc1ccc(-c2ccccn2)nn1)NC1CCCCC1	-6.0%	3.4%	-16.6%	i	0.2	-10.8%	-1.0%	6.0%	4.4%	0.7%
CCOCCCNC(=O)c1ccc2c(c1)ncn2-c1ccc(C)cc1C	-5.2%	4.4%	25.0%	i	0.4	-2.4%	24.2%	-8.2%	5.1%	1.3%
O=C(C#Cc1ccccc1)Nc1ccccc1F	-8.9%	2.1%	-47.0%[20 µM]	i	2.3	4.3%	-23.8%	-4.8%	1.8%	1.3%
Cc1cccc(OCC2Cn3c(nc4c3c(=O)[nH]c(=O)n4C)O2)c1 (stereo not given)	-14.2%	1.4%	-41.2%[20 µM]	i	0.3	16.8%	15.0%	-3.9%	12.6%	2.5%
Cc1cc(CNC(=O)c2ccc3nc(Cc4ccccc4F)oc3c2)nn1C	-8.0%	0.0%	-5.9%	i	6.6	-93.2%	-38.9%	-2.2%	-2.1%	-0.9%
CC(C)CC(=O)NS(=O)(=O)c1ccc(N)cc1	-9.7%	-1.7%	-25.7%	i	0.6	-32.7%	11.5%	5.9%	-6.8%	-0.6%
CC1(C)C(C#N)=C(N)OC2=C1C(=O)CCC2	-3.0%	-3.9%	-6.4%	i	3.4	-3.4%	19.3%	2.6%	-1.8%	-1.1%
c1cc2nnnn2nc1N1CCCCCC1	-4.5%	-1.3%	-41.9%	i	0.5	-32.0%	1.6%	9.0%	0.1%	-0.1%
CCOC(=O)CSc1nnc(COc2ccc3ccccc3c2)o1	-8.8%	8.7%	-91.8%[20 µM]	i	0.7	-33.0%	-3.7%	-6.1%	-3.5%	1.7%
CC(C)CN1CCC(=O)N(CCSc2ccc(Br)cc2)CC1	-1.6%	-0.9%	45.5%	i	1.6	-0.3%	-49.9%	4.1%	-1.7%	-1.4%
COc1cccc(S(=O)(=O)Nc2cccc(C(=O)N3CCCC3)c2)c1	-9.7%	-3.8%	-7.0%	i	1.2	-22.5%	4.4%	5.0%	0.4%	-1.0%
Cc1cc(OCc2cc(C(=O)NCc3cc(C(C)C)no3)no2)cc(C)c1Cl	-1.1%	7.6%	13.5%	i	1.1	-76.3%	-60.8%	7.3%	-0.3%	-0.6%
C/C(=N\NC(=O)c1ccncc1)c1ccc(NC(=O)c2ccc(Cl)cc2)cc1	-13.0%	5.3%	-16.2%	i	3.4	7.0%	13.0%	2.4%	-0.3%	-2.6%
COc1ccc2[nH]c3c(=O)n(Cc4ccncc4)cnc3c2c1	-14.8%	2.1%	23.8%	i	0.5	7.3%	24.0%	-0.6%	-2.5%	0.5%
Brc1ccc(-c2cn3c(n2)CCc2ccc4cccnc4c2-3)cc1	-2.2%	4.4%	-15.6%	i	0.8	-14.8%	-12.5%	-4.4%	-6.2%	1.2%
CCc1ccc(NC(=O)CSc2nc(O)cc(=O)n2C2CCCC2)cc1	-1.8%	-4.6%	-3.8%	i	0.3	-15.9%	-8.1%	1.3%	-11.2%	7.2%
Cc1ccc(OCCC(=O)OCC(=O)Nc2ccc(Cl)cn2)cc1	-11.8%	1.4%	14.1%	i	0.8	8.6%	15.0%	22.0%	-5.1%	-0.8%
O=c1[nH]c(=O)n(Cc2ccccc2)c2c1C(C(F)(F)F)(C(F)(F)F)N=C(c1ccco1)N2	-5.3%	0.6%	24.4%	i	0.5	10.6%	25.1%	8.4%	1.1%	9.4%
CC(C)(C)NC(=O)c1ccccc1NC(=O)C1CCCO1 (stereo not given)	-8.9%	-3.1%	-9.3%[20 µM]	i	0.0	-30.6%	-7.3%	1.6%	3.5%	1.0%
CCOC(=O)C1=C(C)N(Cc2ccc(C(=O)O)cc2)C(=O)NC1c1ccc([N+](=O)[O-])cc1 (stereo not given)	0.7%	0.0%	29.7%	i	0.8	-28.3%	2.2%	-2.9%	6.9%	7.1%

Fetched by compound from the list above, 2 records:
SMILES	LYP phosphatase	KOR beta-arrestin-1	KOR beta-arrestin-2	Myeloid diff MLP	Myeloid diff MLP GFP+ MAC1+ %	NOD1 inhibition	NOD2 inhibition	Salmonella PhoP GFP	Siah-1 displacement	HIV peptide binding
COc1ccc2[nH]c3c(=O)n(Cc4ccncc4)cnc3c2c1	-14.8%	2.1%	23.8%	i	0.5	7.3%	24.0%	-0.6%	-2.5%	0.5%
CCOCCCNC(=O)c1ccc2c(c1)ncn2-c1ccc(C)cc1C	-5.2%	4.4%	25.0%	i	0.4	-2.4%	24.2%	-8.2%	5.1%	1.3%
